# Source: PubChem BioAssay
# eIF4E-4G inh – eIF4E/eIF4G interaction inhibition in translation initiation; P63073+Q04637; TR-FRET eIF4E-eIF4GI(517-606) binding, 2 h; inhibition, % at 21.7 µM; 220,000 tested, 0.37% active;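 active = inhibition above about 30%, limit read from the data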;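 note: 0% = full FRET control wells and 100% = background wells lacking eIF4GI fragment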
# Target sequence (P63073 whole entry, looked up, the tested form may be a part): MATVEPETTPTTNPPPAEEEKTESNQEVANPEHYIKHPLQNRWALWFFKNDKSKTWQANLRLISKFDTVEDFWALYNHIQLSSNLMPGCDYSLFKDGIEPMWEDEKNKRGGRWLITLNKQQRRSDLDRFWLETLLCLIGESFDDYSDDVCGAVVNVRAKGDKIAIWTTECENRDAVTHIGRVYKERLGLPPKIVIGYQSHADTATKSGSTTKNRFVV
# Target sequence (Q04637 whole entry, looked up, the tested form may be a part): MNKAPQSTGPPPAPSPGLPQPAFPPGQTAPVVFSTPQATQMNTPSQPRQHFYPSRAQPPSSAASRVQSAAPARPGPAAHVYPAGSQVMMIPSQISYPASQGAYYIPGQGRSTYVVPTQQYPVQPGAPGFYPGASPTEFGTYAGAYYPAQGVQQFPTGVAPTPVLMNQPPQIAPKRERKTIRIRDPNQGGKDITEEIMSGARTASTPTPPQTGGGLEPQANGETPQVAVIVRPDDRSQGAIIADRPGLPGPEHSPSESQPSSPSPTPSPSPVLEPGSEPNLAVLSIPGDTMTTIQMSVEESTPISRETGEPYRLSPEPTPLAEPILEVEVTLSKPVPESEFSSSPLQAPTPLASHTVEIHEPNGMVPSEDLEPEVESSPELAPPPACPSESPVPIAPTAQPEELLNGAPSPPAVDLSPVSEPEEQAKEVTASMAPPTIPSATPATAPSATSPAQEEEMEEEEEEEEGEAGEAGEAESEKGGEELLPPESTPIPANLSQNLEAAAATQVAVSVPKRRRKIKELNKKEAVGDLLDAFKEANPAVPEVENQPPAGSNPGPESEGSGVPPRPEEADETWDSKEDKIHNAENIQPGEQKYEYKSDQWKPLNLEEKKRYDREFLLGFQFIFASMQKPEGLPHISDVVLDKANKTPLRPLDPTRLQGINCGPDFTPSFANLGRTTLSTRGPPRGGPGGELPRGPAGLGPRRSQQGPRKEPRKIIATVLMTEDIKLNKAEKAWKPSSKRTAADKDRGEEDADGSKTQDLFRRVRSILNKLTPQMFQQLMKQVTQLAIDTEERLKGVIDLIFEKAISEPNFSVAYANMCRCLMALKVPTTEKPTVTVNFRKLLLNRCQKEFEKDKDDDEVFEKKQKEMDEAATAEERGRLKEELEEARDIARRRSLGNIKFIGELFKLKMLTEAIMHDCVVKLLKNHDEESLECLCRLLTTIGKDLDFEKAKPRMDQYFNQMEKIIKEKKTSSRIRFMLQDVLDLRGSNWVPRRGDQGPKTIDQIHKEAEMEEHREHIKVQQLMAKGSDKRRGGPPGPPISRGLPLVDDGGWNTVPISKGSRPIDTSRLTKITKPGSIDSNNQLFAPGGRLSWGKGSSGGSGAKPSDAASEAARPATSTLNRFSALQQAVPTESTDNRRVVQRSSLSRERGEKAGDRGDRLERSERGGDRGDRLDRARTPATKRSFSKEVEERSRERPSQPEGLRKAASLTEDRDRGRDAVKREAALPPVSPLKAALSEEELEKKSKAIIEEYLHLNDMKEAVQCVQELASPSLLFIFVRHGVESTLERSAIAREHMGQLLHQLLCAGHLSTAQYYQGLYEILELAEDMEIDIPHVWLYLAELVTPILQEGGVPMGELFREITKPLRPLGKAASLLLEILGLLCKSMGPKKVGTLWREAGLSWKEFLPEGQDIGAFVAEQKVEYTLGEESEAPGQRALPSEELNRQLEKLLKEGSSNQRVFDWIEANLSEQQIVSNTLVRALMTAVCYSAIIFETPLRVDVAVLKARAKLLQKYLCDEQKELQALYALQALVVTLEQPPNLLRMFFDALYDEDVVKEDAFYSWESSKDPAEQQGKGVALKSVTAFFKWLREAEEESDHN
# S1P4 antagonist – human S1P4 receptor antagonism. S1P4-expressing cells, antagonist mode, reporter read-out. 220,000 tested, 0.26% active. AID 1510. inhibition, % at 4.98 µM. O95977; in the data active = inhibition above about 29%;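 note: 0% = wells stimulated with agonist and 100% = vehicle wells without agonist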
# p97 inhibitor – inhibitors of human p97 ATPase; AID 1481; recombinant p97 ATPase, Kinase-Glo ATP luminescence, 3 h; 220,000 tested, 0.42% active; inhibition, % at 8 µM; P55072; in the data active = inhibition above about 15%;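 note: 0% = DMSO vehicle and 100% = wells lacking enzyme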
# NPY-Y1 antag – blocks the human neuropeptide Y Y1 receptor. P25929. HEK293-CNG Y1 cells, membrane potential fluorescence; NPY at EC95, then isoproterenol. inhibition, % at 3.6 µM. 200,000 tested, 1% active. AID 1040;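 active = inhibition above the campaign mean inhibition of all tested compounds plus 3 SD, cut at about 20% in these data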;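 note: 0% = DMSO wells given NPY plus isoproterenol and 100% = isoproterenol alone without NPY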
#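 System: HEK293 cells with Y1 receptor plus CNG channel / Probe or stimulus: NPY 25 nM then isoproterenol 1 µM plus Ro 20-1724 25 µM / Compound: one concentration, 3.6 µM, in 0.4% DMSO / Schedule: compound incubation 1 h at room temperature, readout 45 min post-stimulation / Measured by: membrane potential fluorescence / Read-out: % inhibition of NPY effect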
# EP2 mod – EP2 receptor (human) modulation | EP2-expressing cells, cAMP HTRF FRET, PGE2 co-stimulation | 260,000 tested, 0.83% active | induction, % at 25 µM;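 active = compounds whose cAMP rise, as percent of the full-agonist control response, exceeds 60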;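 note: rat C6 glioma line stably carrying human EP2 under a CMV promoter; the protocol text gives 20 µM as final concentration; 100% = response of wells given 1 µM PGE2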
# PGE2 EP2 inh – inhibitors of human EP2 prostaglandin E2 receptor | 260,000 tested, 0.52% active | C6 glioma cells expressing human EP2, cAMP TR-FRET; cells stimulated with saturating PGE2 | AID 1422 | inhibition, % at 25 µM;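 active = percent inhibition above 40 after rounding to a whole number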;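 note: rat C6 glioma host cells with rolipram phosphodiesterase inhibitor present; the protocol text gives 20 µM as final concentration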
# S1P4 ag – human S1P4 receptor agonism; AID 1509; activation, % at 4.98 µM; O95977; S1P4-expressing cell line, agonist reporter assay; 220,000 tested, 0.35% active; in the data active = activation above about 11%;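 note: 0% = DMSO vehicle and 100% = reference agonist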
# NPY1 pot ag – potentiators or agonists of human neuropeptide Y receptor Y1; NPY-Y1 expressing cells, potentiator/agonist activation; AID 1304; P25929; activation, % at 3.6 µM; 220,000 tested, 0.37% active; in the data active = activation above about 33%, passing the limit was not always enough;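 note: cells stimulated with NPY at EC10 then isoproterenol at EC100; 0% = low agonist plus stimulus and 100% = saturating agonist plus stimulus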
# NPY2 pot ag – potentiators or agonists of human neuropeptide Y receptor Y2; AID 1359; 220,000 tested, 0.45% active; P49146; activation, % at 3.6 µM; cells expressing NPY-Y2, potentiator/agonist read-out; in the data active = activation above about 27%;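 note: cells stimulated with NPY near EC25 plus isoproterenol at EC100; 0% = vehicle plus submaximal agonist and 100% = vehicle plus saturating agonist; some results beyond the cut were filed as inactive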
# Active calls of the source: *; . = no result given; & = joins results of further samples; [ ] = dose if it differs, or a comment. Some of the compounds tested. The share of hits here may be higher or lower than overall.
SMILES,eIF4E-4G inh,S1P4 antagonist,p97 inhibitor,NPY-Y1 antag,EP2 mod,PGE2 EP2 inh,S1P4 ag,NPY1 pot ag,NPY2 pot ag
COc1ccccc1/C=N/NC(=O)C(=O)NCc1cccnc1,1,-4,4,0,24,10,0.9,2,9
O=C(COc1ccc(Cl)cc1Cl)NNC(=S)NCc1ccco1,-5,-10,11,9,-35,6,0.5,18,12
CCOC(=O)/C=C/C(=O)NNC(=O)c1ccccc1Cl,-2,9,2,0,32,3,-1.1,-3,1
O=C(Nc1cccc(S(=O)(=O)N2CCOCC2)c1)c1cn(-c2ccccc2)nc1-c1ccc(F)cc1,-4[fluorescence artefact?],-12,7,-1,-43,5,0.4,-2,11
Cn1c(=O)c(C(=O)CCl)c(N)n(CC2CC2)c1=O,-2[fluorescence artefact?],10,4,-2,31,15,0.7,-4,6
CN(C)CCCn1c(NCc2ccc3c(c2)OCO3)nc2ccccc21,1,-11,1,10,-4,4,1.0,-19,-16
Cc1cc(N2CCOCC2)nc(SCC(=O)OCc2ccccc2)n1,4,-11,2,-2,-4,6,1.7,-9,-1
Cc1cccc(Nc2nc(N)c([N+](=O)[O-])c(N3CCCC(C)C3)n2)c1 (stereo not given),6[fluorescence artefact?],-23,2,-1,10,11,-1.5,20,8
Cc1ccccc1CC1(CO)CCCN(Cc2ccc3c(c2)OCCO3)C1 (stereo not given),-2,-7,-1,6,-10,4,-0.8,-11,-16
CCc1ccc(C=NC23CN4CN(CN(C4)C2)C3)s1,-12,-6,-2,2,21,9,1.9,2,1
CCOC(=O)Cn1nnnc1C(C(C)C)N(Cc1cccs1)Cc1cc2cc(C)ccc2[nH]c1=O (stereo not given),6[fluorescence artefact?],-1,0,11,42,5,0.5,-54,-24
CN(C)S(=O)(=O)c1cc(NC(=O)COC(=O)C2CSC3(C)CCC(=O)N23)ccc1Cl (stereo not given),0,-10,0,-1,4,5,0.6,-5,-6
Cn1c(/N=C/c2ccc3c(c2)OCO3)nc2ccccc21,-4[fluorescence artefact?],-4,6,10,5,7,1.6,12,12
Cc1ccc(-c2cc3ccccc3nc2N2CCCC2)cc1,-6,-3,2,3,62*,11,-1.5,-30,7
COc1ccc(N2CCN(C3CC(=O)N(c4ccc5c(c4)OCCO5)C3=O)CC2)cc1 (stereo not given),-12,3,2,-4,17,4,1.6,11,2
O=C(N/N=C/c1cccc(OC2CSC2)c1)c1ccccc1O,4,-14,3,2,-40,14,-0.6,-4,-2
CCCCNS(=O)(=O)c1ccc(S(=O)(=O)NCc2ccncc2)cc1,5,-10,-3,-8,0,16,-0.1,23,13
COc1ccc(/C=N/NC(=O)c2ccc(COc3ccccc3Cl)o2)cc1,2,-23,-3,2,-47,.,1.5,0,-26
C/C(=C\C(=O)c1ccccc1)Nc1ccc(N2CCOCC2)cc1,5,-3,-1,-1,-14,9,0.2,-4,5
COc1cc(CN2CCCC(CO)(Cc3cccc(Cl)c3)C2)cc2c1OCO2 (stereo not given),-1,1,0,4,13,4,0.0,-3,-8
O=C(CSc1nnc2c(Cl)cc(C(F)(F)F)cn12)NCc1ccc(F)cc1,-5[fluorescence artefact?],-18,2,-5,7,4,0.1,-8,16
O=S(N1CCCCC1)C12CC3CC(CC(C3)C1)C2 (stereo not given),8,-13,3,-1,9,6,1.5,18,-7
CCCCOc1ccc(OCCNS(=O)(=O)N(C)C)cc1,-3,-12,-7,-5,-35,8,0.8,9,5
Cc1ccccc1-c1nnc(-c2ccccc2)o1,11,-16,-1,16,22,7,0.3,0,-2
O=C(Nn1c(=O)[nH]c2ccsc2c1=O)c1ccccc1,-4,-28,-6,-1,2,13,1.9,-23,-6
CS(=O)(=O)c1ccc(-c2cn3cc(C(=O)O)ccc3n2)cc1,0,-3,-1,0,24,8,1.3,11,8
Cc1cc(NC(=O)CN2CCCCCCC2)no1,-4,-20,3,0,0,6,-0.4,-3,-10
CC1C/C(=N/Nc2nc3ccccc3[nH]2)CC(C)(C)C1 (stereo not given),-4,6,6,12,-89,13,3.0,-92,-15
CS(=O)(=O)N(CC(=O)N1CCCCC1)c1ccc2c(c1)OCO2,3,0,2,-3,22,5,1.2,7,6
O=C(/C=C/c1cccs1)c1cc(Cl)ccc1O,2,1,2,-1,10,3,-0.4,4,-7
O=C(ONC1=NCCCCC1)c1c(F)cccc1F,7,-12,3,-3,-22,14,-0.3,2,9
Cn1cc(C(=O)N/N=C/c2ccc(Br)c([N+](=O)[O-])c2)c2ccccc21,-4,-10,7,.,-4,9,2.1,18,12
Cc1nc2sc(C(c3ccccc3)N3CCN(C(=O)c4ccco4)CC3)c(O)n2n1 (stereo not given),-1[fluorescence artefact?],-8,-1,0,16,3,2.0,-14,-7
CCN(CC)C(=O)CC(c1ccccc1)c1ccco1 (stereo not given),-17,-4,0,0,13,10,-1.4,16,7
O=C(CN1CCN(S(=O)(=O)c2ccc(F)cc2)CC1)c1ccc(O)c(O)c1,2,4,4,-3,3,4,-1.2,4,1
COC(=O)c1cnn(-c2ccc(Cl)cc2)c1/C=N/NC(N)=S,0,8,1,.,-11,2,0.8,3,31
Cc1ccc(OCCNC(=O)Cc2ccc(F)cc2)cc1,0,-21,6,8,6,4,-1.0,2,-14
Cc1cc(N2CCN(C)CC2)nc2ccc(NC(=S)N3CCOCC3)cc12,0,11,0,7,-10,2,-1.3,-8,-2
COc1cccc(-c2nnc3n2N=C(C(C)(C)C)CS3)c1,1,4,-2,-2,19,3,3.6,3,12
COc1ccc(-n2nc(C)cc2Nc2ccccc2C(=O)O)cc1,-6,5,4,.,9,13,1.4,5,-7
COc1ccc(N(CC(=O)N2CC=C(c3ccccc3)CC2)S(=O)(=O)c2c(C)noc2C)cc1,4,-14,-3,6,-11,6,2.0,10,0
CNS(=O)(=O)c1cc(Br)ccc1S(=O)c1ccccc1C(=O)O (stereo not given),3,-6,5,.,5,10,0.3,3,-17
O=C(NCC1CCCO1)c1cc2c(s1)CCC2 (stereo not given),1,1,2,2,-1,1,1.0,17,12
CCOC(=O)c1cc(-c2csc(-c3ccc(C(F)(F)F)cc3)n2)on1,2,8,-2,.,25,10,-1.7,-6,10
C/C(Nc1ccc(C)cc1)=C(/C#N)C(N)=O,9[fluorescence artefact?],6,-2,10,20,6,4.1,-2,5
Cc1cccc(C(=O)NC2CC3CCCC(C2)N3C(=O)NC2CCCCC2)c1 (stereo not given),-2[fluorescence artefact?],-3,-1,1,-20,4,0.2,-13,-1
CCOc1ccccc1Oc1coc2cc(O)ccc2c1=O,.,7,5,-1,13,15,0.3,12,-13
CNc1nc(-c2ccc3c(c2)CCN3C(=O)c2ccccc2F)cs1,-1,-5,-1,2,-25,5,1.5,9,0
CCNC(=O)n1cc(-n2cncn2)c(-c2ccccc2)n1,2,6,-1,-1,7,6,-0.6,1,2
Cc1ccc(-c2nnn(C/C(N)=N/O)n2)cc1,1,3,6,-2,1,6,-1.3,2,-6
Cn1c(CO)cnc1SCc1ccccc1,8,-10,-1,-4,32,13,-0.2,2,-15
CCCc1ccc(OCc2ccc(C(=O)N3CCN(c4ccccn4)CC3)o2)c(OC)c1,2,11,-1,-1,-16,9,-3.6,-17,-12
COc1ccc(N2CS(=O)CC2=O)cc1 (stereo not given),2,-15,6,-1,-10,9,-1.3,-5,3
Cn1ccnc1SCC(=O)N1CCN(S(=O)(=O)c2ccccc2)CC1,1,-13,-1,-3,-10,6,1.1,-24,-4
O=C(N/N=C\c1ccc(F)cc1)c1ccc(Cn2cc(Br)c([N+](=O)[O-])n2)o1,21,-7,2,-6,-69,6,1.0,2,9
CCn1cc(C(=O)N2CCN(Cc3ccc4c(c3)OCO4)CC2)c(=O)c2ccc(C)nc21,6,-9,0,-2,-9,16,-1.4,-20,-1
Cn1c(=O)c2c(SCCN3CCOCC3)nc(C3CCCC3)nc2n(C)c1=O,-2,-6,2,3,39,2,0.1,4,0
CCOP(=O)(c1ccccc1)C(O)c1ccc(F)cc1 (stereo not given),0,-13,-1,-4,-8,3,0.3,-11,-1
CC(CCc1ccccc1)NC(=O)CN1CCN(Cc2ccc(Cl)cc2)C1=O (stereo not given),3,-12,-7,6,12,11,2.3,-9,6
COc1ccccc1OCCn1c(=O)n(C)c2ccccc21,-2,-6,3,5,6,1,1.7,2,1

# Remaining list, next part:
SMILES,eIF4E-4G inh,S1P4 antagonist,p97 inhibitor,NPY-Y1 antag,EP2 mod,PGE2 EP2 inh,S1P4 ag,NPY1 pot ag,NPY2 pot ag
N#Cc1c(-c2ccccc2F)cc(C2CC2)nc1SCC(=O)c1cccs1,0,0,1,0,26,6,0.6,-13,-10
O=C(CSc1nc2[nH]ncc2c(=O)[nH]1)Nc1ccccc1,1,-12,1,0,17,6,3.5,12,0
O=C(c1cccs1)N1CCN(C2CCCCC2)CC1,6,-27,-4,5,11,6,0.7,2,-2
CCN(CC)C(=O)CSc1nc2nc(C)cc(C)c2c(=O)[nH]1,6,-4,-1,0,12,8,1.0,5,2
CC(C)Cn1c(N2CCN(C(=O)/C=C/c3ccccc3)CC2)nc2ccccc21,-4,-7,-2,11,36,1,-0.5,-18,-14
O=C(O)CNC(=O)c1ccccc1NC(=O)c1ccco1,-9,-8,6,-5,-4&-12,5&7,1.4,-6,1
CCC1=NC(c2ccc(OC)cc2OC)N(O)C1(C)C (stereo not given),-8,12,-2,2,12,5,0.1,11,2
COc1ccc2c(c1OC)C(=O)N1N=C(c3ccc(Br)cc3)CC21 (stereo not given),1,-5,-3,3,15,7,-1.6,5,-8
OC(CNC1Cc2ccccc2C1)COc1ccc(F)cc1 (stereo not given),4,-2,7,.,-30,3,0.5,85*,74*
Cc1cccc(OC(=O)C2C(c3ccccc3)C(C(=O)O)C2c2ccccc2)c1 (stereo not given),-5[fluorescence artefact?],-33,-1,-5,16,4,-2.6,-9,-7
CCSc1cc(N2CCCC2)nc(-c2cccc(C)c2)n1,-5,-1,0,9,58,9,1.4,-12,-10
CCOc1cc(C(=O)Nc2ncn[nH]2)cc(OCC)c1OCC,2,-11,1,7,-2,9,0.8,-26,-8
CCCS(=O)(=O)N1CCC(C(=O)NCCN2CCC(Cc3ccccc3)CC2)CC1,7[fluorescence artefact?],-9,-7,5,2,0,1.1,-7,14
CC1=CC2=NC(=O)/C(=C\c3cccn3CCOc3ccc(C)c(C)c3)C(=N)N2O1,2[fluorescence artefact?],-9,-3,-2,-26,5,0.2,-33,2
O=C1C2C3CCCC3=C3CCCC3C2C(=O)N1c1ccc(F)cc1 (stereo not given),5,-5,0,7,14,6,2.1,16,12
